Screens from PubChem BioAssay.
GLS inh: qHTS for Inhibitors of Glutaminase (GLS); hit rate 0.21% among 410,000; GLS enzymatic activity, qHTS titration; Potency, µM (highest dose often 45.5 µM), without a hit: at the top dose activity change, negative = inhibition, hits mostly inhibitors; AID 624170, 2012; Glutaminase kidney isoform, mitochondrial (Homo sapiens), O94925; active = well fitted inhibition curve with a large enough effect; inconclusive = small, poorly fitted or top-dose-only effect, or another doubt; inactive = no such curve, though single readings can be large or run the other way
Target sequence (O94925 whole entry, looked up, canonical isoform): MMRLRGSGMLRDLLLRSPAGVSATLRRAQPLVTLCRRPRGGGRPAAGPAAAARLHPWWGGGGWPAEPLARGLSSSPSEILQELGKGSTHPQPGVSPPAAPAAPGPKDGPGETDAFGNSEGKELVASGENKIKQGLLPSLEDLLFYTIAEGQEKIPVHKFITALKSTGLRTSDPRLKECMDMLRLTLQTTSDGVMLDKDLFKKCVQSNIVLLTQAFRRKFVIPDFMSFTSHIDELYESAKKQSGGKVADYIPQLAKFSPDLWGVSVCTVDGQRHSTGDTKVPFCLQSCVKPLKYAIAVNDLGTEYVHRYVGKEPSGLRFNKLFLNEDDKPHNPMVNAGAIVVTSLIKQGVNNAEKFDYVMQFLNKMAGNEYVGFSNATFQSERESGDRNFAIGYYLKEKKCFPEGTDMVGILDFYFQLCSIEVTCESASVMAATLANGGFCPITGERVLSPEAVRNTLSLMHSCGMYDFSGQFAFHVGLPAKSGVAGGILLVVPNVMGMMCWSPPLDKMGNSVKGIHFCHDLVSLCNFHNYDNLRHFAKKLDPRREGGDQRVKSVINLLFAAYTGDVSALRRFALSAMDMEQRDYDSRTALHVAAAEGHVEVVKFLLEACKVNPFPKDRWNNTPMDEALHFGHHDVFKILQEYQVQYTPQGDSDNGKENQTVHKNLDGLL
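Assay buffer: 45 mM KH2PO4 pH 8.2, 0.02% Tween-20. hKGA acts on L-glutamine (1 mM solution added); product glutamate is reported by an oxidase/peroxidase Amplex Red coupling, with fluorescence taken at baseline and 30 min.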
Starred values were filed as active, the others as inactive; u = inconclusive; & = joins results of further samples; [ ] = remark or other dose. % is set by controls: 0 for no effect and ±100 for the full control effect; potency is the fitted concentration of half-maximal effect. An excerpt (hit frequency here may not be typical).

| SMILES | GLS inh |
| --- | --- |
| CCc1nc2ccc(C(=O)NCc3cccs3)cn2c1N(C)Cc1nccs1 | -5% |
| CC1Sc2ccc(C#N)cc2N(Cc2cccc(C(F)(F)F)c2)C1=O (configuration not stated) | 3% |
| CSc1ccccc1-c1cnc(NC(C)=O)cn1 | -1% |
| CCCCc1c(-c2ccccc2OC)ncn1CCc1ccccc1OC | -5% |
| CCOC1=C2CN(S(=O)(=O)c3ccccc3)[C@H](c3ccccc3)C[C@H]2n2c(=O)n(-c3ccccc3)c(=O)n2C1 | -5% |
| c1ccc(COc2cccc(-c3cc4nc(NCCc5ccncc5)ccn4n3)c2)cc1 | -1% |
| CCOc1ccc(CCN2C(=O)C(=O)N([C@@H](CC(C)C)CN3CCC[C@H]3CN3C(=O)C(=O)NC[C@@H]3Cc3ccccc3)C[C@@H]2Cc2ccccc2)cc1 | -14% |
| COc1ccccc1Cc1c(-c2ccc(C#N)cc2)nc2ccc(C)cn12 | 3% |
| Cn1nc(C2CC2)cc1NC(=O)C1(C)CCN1C(=O)c1ccccc1CCc1ccccc1 (configuration not stated) | 0% |
| COc1ccc(-c2csc(C(O)c3ccccc3)n2)cc1 (configuration not stated) | 8% |
| CC1(C(=O)NCC2CCOCC2)Cc2c(-c3cccc(C(N)=O)c3)ccnc2O1 (configuration not stated) | -1% |
| CCCC[C@@H]1CC2=C(C(=O)OC(C)(C)O2)[C@H](c2ccc(C(C)C)cc2)O1 | -3% |
| CCCCn1nnnc1C(c1cc2ccccc2o1)N1CCN(c2c(C)cccc2C)CC1 (configuration not stated) | 5% |
| Cc1cc(Br)cn2c(Cc3ccccc3C(F)(F)F)c(-c3ccccc3)nc12 | 9% |
| O=C1c2ccccc2[C@@H]2Cc3csc[n+]3[C@H]12 | 11% |
| O=C(Nc1ccccc1)c1cc(C2CCCCN2C(=O)OCc2ccccc2)on1 (configuration not stated) | -3% |

As a working copy, some entries already given:
| SMILES | GLS inh |
| --- | --- |
| CC1(C(=O)NCC2CCOCC2)Cc2c(-c3cccc(C(N)=O)c3)ccnc2O1 (configuration not stated) | -1% |
| CCCC[C@@H]1CC2=C(C(=O)OC(C)(C)O2)[C@H](c2ccc(C(C)C)cc2)O1 | -3% |

Next section
| SMILES | GLS inh |
| --- | --- |
| O=C(NC1CC1)c1ccc2nc([C@H]3C[C@H](O)[C@@H](CO)O3)[nH]c2c1 | 1% |
| Cc1cc(Br)cn2c(Cc3ccccc3)c(C3CCCCC3)nc12 | 2% |
| COc1ncccc1-c1cc2nc(NCCNC(C)=O)n(C)c(=O)c2s1 | -2% |
| CC(C)C[C@H]1CNC(=O)C(=O)N1C[C@@H]1CCCN1C[C@H](Cc1ccc(O)cc1)N1C[C@H](Cc2ccccc2)N(CC2CCCCC2)C(=O)C1=O | 1% |
| CCOC(=O)C1(C)CCN1C(=O)c1ccccc1OC(F)(F)F (configuration not stated) | -17% |
| Oc1ccc(C[C@H]2CNC(=S)N2CC2CCCN2C[C@H](Cc2ccccc2)N2C[C@H](Cc3ccc(O)cc3)N(CC3CCCCC3)C2=S)cc1 (some centres not stated) | 1% |
| OC(c1ccc(CN2CCCCC2)cc1)c1ncc(-c2ccccc2F)[nH]1 (configuration not stated) | -4% |
| CCc1nc2ccc(C(=O)NCCCN3CCCC3=O)cn2c1N(C=O)CC | 0% |

Ordered by the number under GLS inh (descending): 3 of the compounds above.
structure	GLS inh
Cc1cc(Br)cn2c(Cc3ccccc3)c(C3CCCCC3)nc12	2%
CC(C)C[C@H]1CNC(=O)C(=O)N1C[C@@H]1CCCN1C[C@H](Cc1ccc(O)cc1)N1C[C@H](Cc2ccccc2)N(CC2CCCCC2)C(=O)C1=O	1%
COc1ncccc1-c1cc2nc(NCCNC(C)=O)n(C)c(=O)c2s1	-2%

The listing continues.
| SMILES | GLS inh |
| --- | --- |
| c1cn2c(-c3ccoc3)cncc2n1 | u |
| COC(=O)c1nc(-c2ccc(C)cc2)[nH]c1C(C)(C)C | 4% |
| COc1cc(-c2cc(NC=O)c3ncc(-c4ccc(F)cc4)n3c2)cc(OC)c1OC | 7% |
| Cc1ccc(OCCCN2CCC(C(O)(c3ccccc3)c3ccccc3)CC2)cc1 | 2% |
| CC(C)(C)c1ccc(C(=O)N2CCC2(C)C(=O)NCCC#N)cc1 (configuration not stated) | -1% |
| CC(=O)NC(C)(c1ccccc1)c1nc(-c2cnc3ccccc3c2)cs1 (configuration not stated) | 9% |
| Cc1ccc(F)cc1C(=O)N1CCCC(c2cc(C(=O)NCc3ccc(F)cc3)no2)C1 (configuration not stated) | 3% |
| CCOC(=O)[C@]12CCCC=C1N(Cc1ccco1)C(=O)[C@H](CC(=O)NCCC(C)C)C2 | -21% |
| O=C(NCc1cccc(C(F)(F)F)c1)c1ccc2sc(C3=C[C@@H](O)[C@@H](O)[C@@H](CO)O3)nc2c1 | 0% |
| Cn1c(Oc2ccncc2)nc2cc(-c3ccsc3)sc2c1=O | -9% |
| COc1ccccc1Cc1c(-c2cccc(Cl)c2)nc2ccc(C)cn12 | 5% |
| CCNC(=O)C1(C)CCCN(C(=O)c2cc(C)nn2C(C)(C)C)C1 (configuration not stated) | -5% |
| CC(=O)c1cccc(NC(=O)c2ccc(-n3cncn3)c3ccoc23)c1 | -3% |
| COc1cc(-c2cc(NC=O)c3ncc(-c4cccc(C(=O)N(C)C)c4)n3c2)cc(OC)c1OC | 3% |
| CN(C)CCNC(=O)c1cccc(-c2cccc3nccn23)c1 | 8% |
| COc1ccc(Cl)cc1Cn1c(C)c(C(=O)NCc2ccc(C#N)cc2)sc1=O | 10% |
| CC(C)Oc1ccc(CN2CCC2(C)C(=O)NCc2ccc(C(F)(F)F)cc2)cc1 (configuration not stated) | -10% |
| CC1(C(=O)NS(=O)(=O)Cc2cccc(Cl)c2)CCN1C(=O)C1(c2ccc(Cl)cc2)CC1 (configuration not stated) | 18% |
| COC(=O)[C@@]1(Cc2ccc(F)cc2)[C@H]2c3cc(C(=O)N4CCCC4)n(C)c3C[C@H]2CN1C(=O)c1ccccc1 | -17% |
| CN1CCN(c2ccc(-c3cc(NC=O)c4ncc(-c5ccc(F)cc5)n4c3)cc2)CC1 | 22% |
| COc1ccc([C@H]2CC(=O)C[C@@H](CCn3cccn3)O2)cc1 | -11% |
| O=c1ccn([C@@H]2O[C@H](CNCc3cccn3-c3nccs3)[C@@H](O)[C@H]2O)c(=O)[nH]1 | -4% |
| Clc1ccc2nc(-c3cccc(Br)c3)c(Cc3ccccc3)n2c1 | 3% |
| CC(C)Oc1ccc(F)cc1-c1cc(C(=O)NCc2cccs2)[nH]n1 | 5% |

Carrying on:
mol,GLS inh
CN(Cc1ccc(Cl)cc1)C(c1cc2ccccc2o1)c1nnnn1C(C)(C)C (configuration not stated),2%
CC(CN1CCCCC1)NC(=O)c1scnc1-c1ccccc1 (configuration not stated),13%
OC(c1ccccc1)(c1nc(-c2csc3ccccc23)cs1)C(F)(F)F (configuration not stated),-5%
CCOC(=O)C1(C)CCCCCN1C(=O)c1ccc(Cl)nc1 (configuration not stated),-3%
CC(=O)c1cccc(-c2cnc3c(NC=O)cc(-c4ccccc4F)cn23)c1,-26%
O=C(NCC1CCCCC1)c1csc([C@@H]2O[C@H](CO)[C@H](O)[C@H](O)[C@H]2O)n1,5%
OCCN1CCN(c2ncnc3c2ncn3[C@H]2CN(Cc3ccc(F)cc3)C[C@@H](CO)O2)CC1,2%
O=C1NC[C@H](Cc2ccc(O)cc2)N(C[C@@H]2CCCN2C[C@H](Cc2ccccc2)N2C[C@H](Cc3ccccc3)N(CCc3ccccc3)C(=O)C2=O)C1=O,4%
COCCNc1nc(NCCOc2ccccc2)c2sc(-c3ccccc3)cc2n1,1%
CCOC(=O)[C@]12CCC=C1N(Cc1ccco1)C(=O)[C@H](CC(=O)NCC1CCCCC1)C2,0%
CNC(C)C(=O)NC(C(=O)NC(C(=O)Nc1cccc2ccccc12)C(C)C)C(C)C (configuration not stated),u
COc1ccc2c(c1)C(CC(C)=O)N(c1ccc(-c3cccs3)cc1)C(c1ccsc1)=C2 (configuration not stated),14%
CC(=O)Nc1c(C#N)c(-c2ccccc2)c(C#N)c(=O)n1-c1ccc(C)cc1,12%
CC(C)(C)OC(=O)N1CCCN(C(c2cc3ccccc3o2)c2nnnn2C(C)(C)C)CC1 (configuration not stated),1%
CN1CCN(C2CN(Cc3cn(Cc4cccc(Cl)c4)nn3)S(=O)(=O)C2)CC1 (configuration not stated),4%
CCCS(=O)(=O)NC(=O)C1(C)CCN(C(=O)c2cc(C)oc2C)C1 (configuration not stated),3%
CCOC(=O)C1=CCC(c2ccc(CC)cc2)N(S(=O)(=O)c2ccc(C)cc2)C1 (configuration not stated),1%
CC(=O)NC(c1ccccc1)c1nc(-c2cccc(F)c2)cs1 (configuration not stated),6%
CCCCN(C)C(=O)c1sc(=O)n(CC(=O)c2ccccc2OC)c1C,5%
O=C(NCCN1CCC(n2c(=O)[nH]c3ccccc32)CC1)c1ccc(F)cc1Cl,-11%
CC1(Cc2ccccc2OC(F)(F)F)C(=O)Nc2ccc(OC(F)(F)F)cc21 (configuration not stated),-1%
CC1(C(=O)NC2CCCC2)CCC(=O)N1CCc1c[nH]c2ccccc12 (configuration not stated),22%
c1cnc2c(-c3cccc4nccn34)cccc2c1,15%
CN1OC[C@@H]2CN(C(=O)NC3CCCCC3)[C@H](c3ccc(N4CCCCC4)cc3)C[C@@H]21,37%[activator]
Oc1ccccc1-c1cnc2cccnn12,1%
CC(=O)C1=CCC(c2ccccc2)N(S(=O)(=O)c2ccccc2)C1 (configuration not stated),-6%&3%
Nc1nc2c(ncn2[C@@H]2O[C@H](CNC(=O)[C@H](N)C3CCCCC3)[C@@H](O)[C@H]2O)c(=O)[nH]1,-5%
Cc1csc(-c2ccc3cc(Cl)cc(Cl)c3n2)n1,-1%
CCCCC(=O)N(C)c1c(CC)nc2c(OCc3ccc(Cl)cc3Cl)cccn12,0%
COc1ccc(C(C)(NC(C)=O)c2nc(-c3cccc(C#N)c3)cs2)cc1 (configuration not stated),-1%
O=c1ccn([C@@H]2O[C@H](CNCc3ccccc3OCc3ccc(Cl)cc3Cl)[C@@H](O)[C@H]2O)c(=O)[nH]1,24%
CCNC(=O)C1CCCN(C(=O)c2cccc(Cl)c2)CC1 (configuration not stated),1%
Cn1ccc2c(N3CCC3)cc3c(c21)C1CCC3O1 (configuration not stated),43%[activator]
OC(c1ccccc1)(c1ccccc1)C1CCN(CCCOc2cccc(OC(F)(F)F)c2)CC1,-2%
CCCNC(=O)C1(C)CCN(C(=O)c2ccc(OC(F)F)cc2)C1 (configuration not stated),2%
C[C@H](O)[C@@H]1CN2CCc3c([nH]c4ccccc34)[C@@H]2C[C@@H]1N(C)C(=O)Nc1cccc2ccccc12,u
CCOC(=O)C1(C)CCCCCN1C(=O)c1ccc(C(F)(F)F)nc1C (configuration not stated),5%
COc1ccc(C2=Cc3ccccc3C(CC(=O)C3CC3)N2c2ccc(C#CCCO)cc2)cc1 (configuration not stated),3%
CCCCc1ccc(S(=O)(=O)NC(=O)C2(C)CCN2C(=O)C/C=C/c2ccccc2)cc1 (configuration not stated),19%
COc1cc(OC)cc(-c2c(Sc3ccccc3)c3cc(-c4cnc(N5CCOCC5)nc4)ccc3n2C)c1,-16%
Cc1cccc(S(=O)(=O)NC(=O)C2(C)CCN2C(=O)Cc2ccccc2)c1 (configuration not stated),0%
CC(=O)C1=CCC(c2ccco2)N(S(=O)(=O)c2ccc(C)cc2)C1 (configuration not stated),0%
CC(C)C[C@H]1COc2cc(N3CCSCC3)ccc2S(=O)(=O)N1,1%
CCOC(=O)C1(C)CCCN1C(=O)c1sccc1C (configuration not stated),6%
CCOC(=O)C1=CCN(S(=O)(=O)c2cccc(Cl)c2)C1c1ccccc1 (configuration not stated),1%
COc1ccc2[nH]cc(CCNC(=O)/C=C/[C@H]3O[C@@H](n4cc(C)c(=O)[nH]c4=O)C[C@@H]3O)c2c1,11%
COc1cccc(C(=O)NCCN2CCC(n3c(=O)[nH]c4ccccc43)CC2)c1,3%
CCCC(=O)N1CCC1(C)C(=O)NS(=O)(=O)c1ccc(F)cc1F (configuration not stated),7%
Cc1cc(C)n2c(Nc3c(C)cccc3C)c(CC(C)C)nc2n1,14%
CC(C)Cc1ccc(-c2cc3nc(NCc4cccc(Cl)c4)ccn3n2)cc1,-1%

Given with each value named: part of the list above.
smiles: O=c1ccn([C@@H]2O[C@H](CNCc3ccccc3OCc3ccc(Cl)cc3Cl)[C@@H](O)[C@H]2O)c(=O)[nH]1
- GLS inh: 24%
smiles: CCNC(=O)C1CCCN(C(=O)c2cccc(Cl)c2)CC1 (configuration not stated)
- GLS inh: 1%
smiles: Cn1ccc2c(N3CCC3)cc3c(c21)C1CCC3O1 (configuration not stated)
- GLS inh: 43%[activator]
smiles: OC(c1ccccc1)(c1ccccc1)C1CCN(CCCOc2cccc(OC(F)(F)F)c2)CC1
- GLS inh: -2%

(listing goes on)
mol,GLS inh
COc1cc(NC(=O)C2(C)CCN2C(=O)C(C)C)cc(OC)c1OC (configuration not stated),-1%
CC1(C)OC(=O)C2=C(C[C@@H](CCc3ccccc3)O[C@@H]2c2ccc(F)cc2)O1,1%
CN(Cc1ccccc1)C(=O)[C@@H]1CCCN1C(=O)[C@@H]1CCCN1C(=O)c1ccccc1,1%
CCCC(=O)N1CCC1(C)C(=O)Nc1cccc(F)c1 (configuration not stated),5%
C[C@H]1CN([C@@H](C)CO)S(=O)(=O)c2ccc(-c3ccc(C#N)cc3)cc2O[C@H]1CN(C)C(=O)CN(C)C,0%
Cc1nc(C(F)(F)F)ccc1C(=O)N1CCC1(C)C(=O)NS(=O)(=O)c1ccccc1 (configuration not stated),2%
Fc1cccc(Cc2c(-c3ccc(Cl)cc3)nc3ccc(Cl)cn23)c1,-5%
